Assay outcomes as filed in PubChem.
TDP2 inh: blocks human TDP2 phosphodiesterase activity. O95551. recombinant TDP2, T5PNP hydrolysis, p-nitrophenol absorbance 415 nm. inhibition, % at 12.8 µM. 0.34% of 370,000 active. AID 720702;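 active = inhibition above the mean of all tested compounds plus 3 SD, set per campaign, cut at about 25% in these data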;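 also: 0% = DMSO with enzyme and 100% = buffer with substrate but no TDP2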
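test system = human TDP2 enzyme | input = TDP2 enzyme at 120 nM final | medium = 50 mM Tris-HCl pH 7.5 with Mg2+, KCl, DTT, BSA | also added = T5PNP substrate, 5 mM | times = 2 h at 37 °C | technique = epi absorbance | benchmarks = high control without enzyme, low control DMSO plus TDP2 | replication = each compound tested once, singlicate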
UHRF1 MBD2 ctr: blocks human UHRF1 binding to methylated DNA; 0.75% of 370,000 active; Q96T88; AID 687016; inhibition, % at 4.4 µM; UHRF1 binding to methylated oligo, TR-FRET; in the data active = inhibition above about 21%;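 also: UHRF1 SRA domain binding a hemimethylated CpG hairpin DNA probe; 0% = median of test compound wells and 100% = reference inhibitor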
PRMT1 inh: blocks human protein arginine methyltransferase 1; inhibition, % at 2.79 µM; recombinant PRMT1, activity-based probe fluorescence polarization; 1.3% of 370,000 active; Q99873;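 active = inhibition above about 21% made by adding two undisclosed values, limit read from the data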
TCR-CD3 inh: inhibitors of human TCR-CD3 interaction | TAMRA-labeled TCR probe fluorescence, biochemical | inhibition, % at 9.4 µM | 0.37% of 360,000 active; in the data active = inhibition above about 19%;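 also: recombinant mutant TCR 2C K166C tagged with TAMRA read by polarization; 0% = receptor in buffer alone and 100% = receptor with positive control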
LEDGF integ inh: blocks HIV-1 LEDGF/p75-dependent DNA integration | TR-FRET IN-LEDGF/p75 DNA integration, Eu/Cy5 | inhibition, % at 3.7 µM | 0.64% of 370,000 active | AID 743269;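 active = inhibition above the screen-wide mean plus 3 SD, cut at about 13% in these data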;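 also: signal is the Cy5 over europium emission ratio at 671 and 618 nm; 0% = plate median of compound wells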
PG9 binder: binds the HIV-1 gp120 antibody PG9. TR-FRET gp120-PG9 antibody binding. inhibition, % at 6.7 µM. 0.43% of 360,000 active. AID 624416; in the data active = inhibition above about 8.5%
mABHD4 FP: ABHD4 (mouse) inhibition, primary FP screen; Q8VD66; purified mABHD4, FP-Rh probe fluorescence polarization; inhibition, % at 8.92 µM; 0.54% of 370,000 active; AID 720543;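 active = inhibition exceeding the mean over every tested compound plus 3 SD, cut at about 30% in these data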;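 also: 0% = plate median of compound wells and 100% = S159A mutant with DMSO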
Target sequence (Q8VD66 whole entry, looked up): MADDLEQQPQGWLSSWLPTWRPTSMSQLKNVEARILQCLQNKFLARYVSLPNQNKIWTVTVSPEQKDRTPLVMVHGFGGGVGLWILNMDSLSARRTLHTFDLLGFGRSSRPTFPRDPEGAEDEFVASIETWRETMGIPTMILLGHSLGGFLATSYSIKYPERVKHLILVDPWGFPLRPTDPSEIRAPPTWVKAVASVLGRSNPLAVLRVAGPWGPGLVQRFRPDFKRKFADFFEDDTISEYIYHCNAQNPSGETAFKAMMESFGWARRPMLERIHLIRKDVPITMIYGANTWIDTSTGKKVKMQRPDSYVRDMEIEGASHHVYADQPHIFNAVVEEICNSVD
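Assay system: mABHD4 protein; medium: HEPES pH 7.0, NaCl, Pluronic buffer; dosing: 8.92 µM, single dose; schedule: 45 min + 60 min at 25 °C; signal: FP readout, ex 525 nm / em 598 nm; read-out: normalized percent inhibition of probe labeling; repeats: single replicate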
Tn7 DDE FP: DD(E)-Tn7 binding inhibition, primary FP screen. FP displacement of FITC-Tn7 peptide from fibrin DD(E); 0% = median of compound wells per plate. inhibition, % at 8.3 µM. 0.13% of 370,000 active. AID 720508;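 active = inhibition above the mean of compounds falling within the control limits plus 3 SD of them, cut at about 14% in these data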;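 also: 0% = plate median of compound wells and 100% = 10 µM Aha-Tn7 peptide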
Target sequence (P02675 whole entry, looked up): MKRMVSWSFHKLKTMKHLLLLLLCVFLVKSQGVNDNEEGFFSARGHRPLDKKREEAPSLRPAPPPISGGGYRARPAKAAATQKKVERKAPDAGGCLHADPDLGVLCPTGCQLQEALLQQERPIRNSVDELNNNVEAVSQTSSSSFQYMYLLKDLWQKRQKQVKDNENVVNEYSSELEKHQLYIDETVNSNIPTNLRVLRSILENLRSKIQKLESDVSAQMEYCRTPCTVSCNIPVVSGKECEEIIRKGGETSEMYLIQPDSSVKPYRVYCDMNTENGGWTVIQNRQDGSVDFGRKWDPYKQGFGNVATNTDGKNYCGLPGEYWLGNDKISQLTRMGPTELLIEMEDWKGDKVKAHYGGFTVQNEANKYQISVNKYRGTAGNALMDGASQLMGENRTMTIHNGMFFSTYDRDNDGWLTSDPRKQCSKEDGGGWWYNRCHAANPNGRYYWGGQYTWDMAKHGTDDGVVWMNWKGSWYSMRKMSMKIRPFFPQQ
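Assay system: Human clot-derived fibrin DD(E) complex | Buffer or medium: Tris/NaCl/CaCl2 buffer, pH 7.8 | Repeats: One replicate per compound | Benchmarks: Aha-Tn7 high control | Measure: % inhibition scaled between sample-field median and high-control FP | Schedule: 10 min plus 3 h, room temperature | Signal: Fluorescence polarization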
SIAE primary: blocks human sialic acid acetylesterase. Q9HAT2. SIAE FP-Rh probe binding, fluorescence polarization. inhibition, % at 9.66 µM. 0.69% of 370,000 active. AID 1053197;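 active = inhibition above a cutoff: mean of compounds within the control limits plus 3 SD of those, cut at about 17% in these data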;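 also: 0% = plate median of compound wells and 100% = probe without SIAE protein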
HTRA1 inh: blocks human HTRA1 serine peptidase; recombinant HTRA1, FP-rhodamine activity-based probe, fluorescence polarization; AID 504803; 0.5% of 340,000 active; Q92743; inhibition, % at 5.96 µM; in the data active = inhibition above about 36%;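 also: 0% = enzyme with DMSO and 100% = wells lacking enzyme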
An asterisk follows results filed as active.

`CCOc1ccc2nc(NC(=O)NC3CCCCC3)sc2c1` gave TDP2 inh 10.2, UHRF1 MBD2 ctr -1.5, PRMT1 inh -0.4, TCR-CD3 inh 12.8, LEDGF integ inh 1.1, PG9 binder 0.9, mABHD4 FP 2.7, Tn7 DDE FP -1.9, SIAE primary 13.4 and HTRA1 inh 7.2.
For O=C(Cc1ccc(F)cc1)Nc1ccc(Cl)cn1 the results were TDP2 inh -7.7, UHRF1 MBD2 ctr -2.7, PRMT1 inh -4.7, TCR-CD3 inh -10.6, LEDGF integ inh -2.2, PG9 binder -3.0, mABHD4 FP 0.8, Tn7 DDE FP 1.0, SIAE primary -3.3 and HTRA1 inh 3.3.
COc1cccc(-c2cc(C(=O)Nc3c(C)nn(Cc4ccccc4C)c3C)no2)c1 was read as TDP2 inh 11.9, UHRF1 MBD2 ctr 4.8, PRMT1 inh 0.4, TCR-CD3 inh 0.0, LEDGF integ inh -0.4, PG9 binder 0.2, mABHD4 FP -4.2, Tn7 DDE FP -0.3, SIAE primary -6.5 and HTRA1 inh -36.4.
CCOc1ccccc1NC(=O)C(C)N1C(=O)c2ccccc2S1(=O)=O (centres undefined) was read as TDP2 inh -2.9, UHRF1 MBD2 ctr 1.5, PRMT1 inh -1.0, TCR-CD3 inh -5.4, LEDGF integ inh 2.2, PG9 binder -0.9, mABHD4 FP -9.1, Tn7 DDE FP -1.9, SIAE primary -1.5 and HTRA1 inh -9.1.
O=C(NC1CCCC1)C(c1ccccc1)n1c(-c2ccc3c(c2)CCO3)nc2ccccc21 (centres undefined) was read as TDP2 inh 0.9, UHRF1 MBD2 ctr 0.4, PRMT1 inh -1.4, TCR-CD3 inh -1.6, LEDGF integ inh -2.5, PG9 binder -0.8, mABHD4 FP 0.2, Tn7 DDE FP -1.9 and SIAE primary 0.4.
`CCc1nn(CC(=O)NCCN2CCN(C)CC2)c(=O)c2cc3occc3n12` gave TDP2 inh 17.2, UHRF1 MBD2 ctr 0.3, PRMT1 inh 1.4, TCR-CD3 inh -1.8, LEDGF integ inh 1.3, PG9 binder 0.0, mABHD4 FP 3.0, Tn7 DDE FP 2.5, SIAE primary 3.7 and HTRA1 inh 5.5.
Screening COc1cc(/C=C/C(=O)NNC(=O)c2cccc(S(=O)(=O)N(C)C)c2)cc(OC)c1OC returned TDP2 inh 10.8, UHRF1 MBD2 ctr -0.8, PRMT1 inh 2.2, TCR-CD3 inh -4.9, LEDGF integ inh 0.6, PG9 binder 0.6, mABHD4 FP -0.6, Tn7 DDE FP -0.7, SIAE primary 5.5 and HTRA1 inh 10.5.
Cc1ccc(Cn2c(CN(C)Cc3ccccc3)nc3c2c(=O)n(C)c(=O)n3C)cc1 was read as TDP2 inh -3.7, UHRF1 MBD2 ctr 2.4, PRMT1 inh -4.0, TCR-CD3 inh -4.0, LEDGF integ inh 0.8, PG9 binder 0.5, mABHD4 FP -5.0, Tn7 DDE FP -12.9, SIAE primary -7.6 and HTRA1 inh -7.7.
CC(=O)c1sc(NC(=O)CN2C(=O)NC3(CCCC3)C2=O)nc1-c1ccccc1 was read as TDP2 inh 16.1, UHRF1 MBD2 ctr -3.9, PRMT1 inh -2.6, TCR-CD3 inh 1.3, LEDGF integ inh 1.3, PG9 binder -0.2, mABHD4 FP -2.4, Tn7 DDE FP 3.3, SIAE primary 5.0 and HTRA1 inh 0.0.
Screening COc1ccc(Cl)cc1NC(=O)/C=C/C(=O)O returned TDP2 inh 11.0, UHRF1 MBD2 ctr 0.2, PRMT1 inh 5.3, TCR-CD3 inh -0.4, LEDGF integ inh -3.6, PG9 binder 0.6, mABHD4 FP 0.9, Tn7 DDE FP 2.0, SIAE primary -2.6 and HTRA1 inh 6.8.
`CN(Cc1ccccc1F)c1ncnc2sccc12` gave TDP2 inh 10.5, UHRF1 MBD2 ctr -1.2, PRMT1 inh 1.6, TCR-CD3 inh 4.0, LEDGF integ inh -0.6, PG9 binder -1.3, mABHD4 FP -8.5, Tn7 DDE FP 3.7, SIAE primary -5.0 and HTRA1 inh -7.9.
`COc1ccc(C(c2c(O)nc(SC)n(C)c2=O)c2c(O)nc(SC)n(C)c2=O)cc1O` gave TDP2 inh 0.8, UHRF1 MBD2 ctr -1.1, PRMT1 inh 0.4, TCR-CD3 inh 0.5, LEDGF integ inh -3.7, PG9 binder -1.5, mABHD4 FP 3.6, Tn7 DDE FP -3.4, SIAE primary 8.9 and HTRA1 inh 13.2.

As a short view, two of the compounds above:
`CN(Cc1ccccc1F)c1ncnc2sccc12` gave TDP2 inh 10.5, UHRF1 MBD2 ctr -1.2, PRMT1 inh 1.6, TCR-CD3 inh 4.0, LEDGF integ inh -0.6, PG9 binder -1.3, mABHD4 FP -8.5, Tn7 DDE FP 3.7, SIAE primary -5.0 and HTRA1 inh -7.9.
`COc1ccc(C(c2c(O)nc(SC)n(C)c2=O)c2c(O)nc(SC)n(C)c2=O)cc1O` gave TDP2 inh 0.8, UHRF1 MBD2 ctr -1.1, PRMT1 inh 0.4, TCR-CD3 inh 0.5, LEDGF integ inh -3.7, PG9 binder -1.5, mABHD4 FP 3.6, Tn7 DDE FP -3.4, SIAE primary 8.9 and HTRA1 inh 13.2.

Later entries.
`Cc1ccc(CNS(=O)(=O)c2c(C)[nH]c(C)c2C(=O)N2CCCC2)cc1` gave TDP2 inh -6.2, UHRF1 MBD2 ctr 0.9, PRMT1 inh -8.6, TCR-CD3 inh 1.7, LEDGF integ inh 2.1, PG9 binder -3.1, mABHD4 FP -13.4, Tn7 DDE FP -2.6, SIAE primary -10.3 and HTRA1 inh 8.4.
O=C(Cc1cccs1)NCc1cccnc1 was read as TDP2 inh -8.8, UHRF1 MBD2 ctr 0.5, PRMT1 inh -1.4, TCR-CD3 inh 6.3, LEDGF integ inh -2.9, PG9 binder -0.2, mABHD4 FP 6.0, Tn7 DDE FP 1.6, SIAE primary -9.4 and HTRA1 inh -1.6.
For COC(=O)CS(=O)(=O)c1ccc(C)cc1 the results were TDP2 inh -2.5, UHRF1 MBD2 ctr 1.7, PRMT1 inh 0.8, TCR-CD3 inh 5.6, LEDGF integ inh 0.3, PG9 binder -1.4, mABHD4 FP 0.1, Tn7 DDE FP -4.9, SIAE primary 1.4 and HTRA1 inh 2.5.
`O=c1cc(O)c(-c2ccccc2)c(Cl)[nH]1` gave TDP2 inh 1.1, UHRF1 MBD2 ctr -4.7, PRMT1 inh -0.7, TCR-CD3 inh 3.6, LEDGF integ inh 0.7, PG9 binder -1.2, mABHD4 FP -1.0, Tn7 DDE FP -1.9, SIAE primary 0.2 and HTRA1 inh 1.6.
COc1ccc(OC)c(NC(=O)COC(=O)CSc2ccc(Cl)cc2)c1 was read as TDP2 inh 4.4, UHRF1 MBD2 ctr 2.2, PRMT1 inh 0.4, TCR-CD3 inh 1.3, LEDGF integ inh -1.4, PG9 binder -0.7, mABHD4 FP 5.5, Tn7 DDE FP -6.0, SIAE primary 2.8 and HTRA1 inh 15.1.
`O=C(NC1CCCC1)C(c1cccnc1)N(C(=O)c1csnn1)c1ccc(F)cc1` (centres undefined) gave TDP2 inh -18.4, UHRF1 MBD2 ctr 3.1, PRMT1 inh 4.7, TCR-CD3 inh 1.7, LEDGF integ inh -2.9, PG9 binder -2.2, mABHD4 FP -8.9, Tn7 DDE FP 5.5, SIAE primary -5.2 and HTRA1 inh 5.1.
Screening CS(=O)(=O)c1ccc(NS(=O)(=O)c2ccc3ccccc3c2)cc1 returned TDP2 inh -8.9, UHRF1 MBD2 ctr 1.5, PRMT1 inh 7.2, TCR-CD3 inh -1.5, LEDGF integ inh -4.3, PG9 binder 0.6, mABHD4 FP -11.0, Tn7 DDE FP 4.0, SIAE primary -8.4 and HTRA1 inh -0.7.
COc1ccc(NC(=O)N2CCCC(C(=O)NCc3ccccc3F)C2)cc1 (centres undefined) was read as TDP2 inh -3.0, UHRF1 MBD2 ctr 1.2, PRMT1 inh 3.5, TCR-CD3 inh 1.5, LEDGF integ inh 3.3, PG9 binder 1.7, mABHD4 FP 5.5, Tn7 DDE FP -2.2, SIAE primary 6.1 and HTRA1 inh 2.1.
For CCCCNc1nc2ccccc2[nH]1 the results were TDP2 inh -0.8, UHRF1 MBD2 ctr 3.4, PRMT1 inh 2.0, TCR-CD3 inh -6.3, LEDGF integ inh -2.4, PG9 binder 0.1, mABHD4 FP -6.3, Tn7 DDE FP 5.6, SIAE primary -4.7 and HTRA1 inh 3.0.
COc1ccc2cc(CCNC(=O)C(C)C)c(=O)[nH]c2c1 was read as TDP2 inh 8.2, UHRF1 MBD2 ctr -2.4, PRMT1 inh -2.5, TCR-CD3 inh 3.8, LEDGF integ inh -0.3, PG9 binder 1.2, mABHD4 FP 4.7, Tn7 DDE FP 2.5, SIAE primary 2.2 and HTRA1 inh 1.9.
O=C(NCCC1=CCCCC1)C(=O)NCC1OCCCN1S(=O)(=O)c1ccccc1 (centres undefined) was read as TDP2 inh 5.2, UHRF1 MBD2 ctr -2.4, PRMT1 inh 0.9, TCR-CD3 inh 3.2, LEDGF integ inh 0.9, PG9 binder -2.4, mABHD4 FP 3.0, Tn7 DDE FP -2.6, SIAE primary 1.9 and HTRA1 inh -4.6.
Screening CN(C)c1ccc(C(=O)OCC(=O)NC2CCCCCC2)cc1 returned TDP2 inh -27.4, UHRF1 MBD2 ctr 3.9, PRMT1 inh -1.7, TCR-CD3 inh 4.6, LEDGF integ inh 2.2, PG9 binder -0.6, mABHD4 FP -2.7, Tn7 DDE FP -5.1, SIAE primary -5.0 and HTRA1 inh -0.8.
Cc1c(NC(=O)C(C)OC(=O)c2cc(Cl)nc(Cl)c2)c(=O)n(-c2ccccc2)n1C (centres undefined) was read as TDP2 inh -3.1, UHRF1 MBD2 ctr 2.1, PRMT1 inh 3.1, TCR-CD3 inh 1.6, LEDGF integ inh 3.7, PG9 binder 0.1, mABHD4 FP 2.6, Tn7 DDE FP 5.8, SIAE primary -3.9 and HTRA1 inh 2.6.
For CCN1CCN(CC(O)COc2ccc(C(C)=O)cc2)CC1 (centres undefined) the results were TDP2 inh -1.0, UHRF1 MBD2 ctr -0.6, PRMT1 inh -10.8, TCR-CD3 inh 7.9, LEDGF integ inh 2.3, PG9 binder -1.1, mABHD4 FP -0.3, Tn7 DDE FP 0.0, SIAE primary 8.1 and HTRA1 inh 1.8.
`CCCC[C@H]1COCCS(=O)(=O)N1Cc1ccccc1F` gave TDP2 inh 12.9, UHRF1 MBD2 ctr -2.8, PRMT1 inh -3.1, TCR-CD3 inh 5.7, LEDGF integ inh -2.1, PG9 binder -2.2, mABHD4 FP -4.6, Tn7 DDE FP 4.3, SIAE primary -0.5 and HTRA1 inh -6.6.
CCOc1ccccc1NC(=O)CCS(=O)(=O)c1cccc2nsnc12 was read as TDP2 inh 0.0, UHRF1 MBD2 ctr 0.4, PRMT1 inh -0.4, TCR-CD3 inh 5.3, LEDGF integ inh 2.2, PG9 binder -3.7, mABHD4 FP -5.3, Tn7 DDE FP -0.6, SIAE primary -9.4 and HTRA1 inh 0.9.
